# IMP-1 inh: IMP-1 metallo-beta-lactamase inhibitors, primary screen, biochemical, epi-absorbance readout, Pseudomonas aeruginosa enzyme; metallo-beta-lactamase IMP-1 (Pseudomonas aeruginosa); purified IMP-1, nitrocefin hydrolysis, epi-absorbance fluorescence; inhibition, % at 5.6 µM; 290,000 tested, 0.45% active; AID 1556, 2009;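 active = inhibition above the mean plus 3 SD of all compounds in the same screening run, cut at about 4.5% in these data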;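 note: 0% = IMP-1 with DMSO and 100% = DMSO wells lacking enzyme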
#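 System: Purified recombinant IMP-1 metallo-beta-lactamase enzyme | Measured by: Fluorescence quenching readout, ex 480/em 530 nm | Replication: Singlicate | Incubation: 15 min preincubation plus 25 min reaction at 25 °C | Evaluation: Percent inhibition from optical density relative to buffer-blank wells | Benchmarks: DMSO with and without IMP-1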
# UBC9 SUMO inh: inhibitors of in vitro SUMOylation cascade, primary screen, biochemical, HTRF, uHTS | 290,000 tested, 0.36% active | inhibition, % at 35 µM | HTRF SUMOylation assay, SAE1/SAE2 + UBC9 | SUMO-conjugating enzyme UBC9 (Homo sapiens), P63279; in the data active = inhibition above about 50%, passing the limit was not always enough; note: strong numbers were not always called active
# Target sequence (P63279 whole entry, looked up): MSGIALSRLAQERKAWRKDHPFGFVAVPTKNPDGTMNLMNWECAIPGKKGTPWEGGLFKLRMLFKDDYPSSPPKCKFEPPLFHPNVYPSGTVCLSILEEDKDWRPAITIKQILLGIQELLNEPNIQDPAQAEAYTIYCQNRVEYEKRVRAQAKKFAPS
# PfM18AAP inh: PfM18AAP inhibitors, malaria aminopeptidase, primary screen, biochemical, QFRET, recombinant enzyme; M18 aspartyl aminopeptidase (Plasmodium falciparum 3D7); H-Glu-NHMec fluorogenic cleavage; inhibition, % at 7.35 µM; 290,000 tested, 1.2% active; AID 1822, 2009;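 active = inhibition above the campaign mean inhibition over all tested compounds plus 3 SD, cut at about 28% in these data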;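 note: 0% = plate median of test compound wells and 100% = 2 mM ZnCl2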
# MEKK2 mut-MEK5: MEK5 binding signal on mutant MEKK2 PB1, primary screen, biochemical, multiplex bead flow cytometry, Alexa488-MEK5 | AID 1530, 2009 | Alexa488-MEK5 binding to MEKK2 mutant | percent response, % at 10 µM | 290,000 tested, 0.35% active; in the data active = percent response above about 24%, passing the limit was not always enough; note: inactives centre near 1; some results filed as inactive read as strong as hits
# NS3 helicase inh: inhibitors of HCV NS3 helicase, primary screen, biochemical, Cy5 molecular beacon fluorescence | inhibition, % at 10.9 µM | Hepatitis C virus NS3 helicase | NS3 helicase DNA unwinding | AID 1800, 2009 | 290,000 tested, 0.56% active;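 active = inhibition above the mean of all tested compounds plus 3 SD, set per campaign, cut at about 35% in these data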;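 note: 0% = DMSO wells and 100% = thioflavine S control wells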
#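 System: NS3 helicase fragment of HCV / Schedule: 1 h at 25 °C / Control set: DMSO alone as 0% and 110 µM thioflavine S as 100% / Reagent: Cy5/quencher beacon DNA duplex and ATP to start / Technique: Cy5 fluorescence / Replication: singlicate / Evaluation: % inhibition of end-to-start signal ratio versus controls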
# NALP1 inh: NALP1 inflammasome inhibitors in reconstituted yeast, colorimetric, S. cerevisiae, triplicate retest; inhibition, % at 10 µM; 280,000 tested, 0.61% active; S. cerevisiae NALP1/ASC/caspase-1 growth, X-gal OD620, 72 h; in the data active = inhibition mostly above about 24%, no sharp cut-off; inactive = mostly below about 32%; note: some compounds called inactive have numbers as strong as hits
# FID counter: compounds displacing fluorescent DNA intercalator, primary screen, artefact control for HCV NS3 helicase inhibitor project, biochemical, FID fluorescence. DNA fluorescent intercalator displacement. inhibition, % at 7.9 µM. 290,000 tested, 0.17% active. AID 1845, 2009; in the data active = inhibition above about 37%;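 note: 0% = vehicle and 100% = reference compound; higher means more ethidium bromide displaced from hairpin DNA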
# VIM-2 inhibitor: VIM-2 metallo-beta-lactamase inhibitors, primary screen, biochemical, epi-absorbance readout, Pseudomonas aeruginosa enzyme; purified VIM-2, nitrocefin hydrolysis, epi-absorbance fluorescence; inhibition, % at 5.6 µM; 290,000 tested, 0.89% active;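 active = inhibition above the mean of all tested compounds plus 3 SD, cutoff set per screening run, cut at about 7.5% in these data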;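 note: red hydrolysis product quenches plate fluorescence so inhibitors raise well fluorescence; 0% = enzyme with DMSO and 100% = DMSO without enzyme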
# MEKK2wt PB1 HTS: modulators of MEK5 binding to wildtype MEKK2, primary screen, biochemical, multiplex bead flow cytometry, Alexa488-MEK5. Mitogen-activated protein kinase kinase kinase 2 (Homo sapiens), Q9Y2U5. Alexa488-MEK5 binding to MEKK2 WT; actives lie on both sides. binding response (% of control), % at 10 µM. 290,000 tested, 1.1% active. AID 1531, 2009; in the data active = binding response below about 67% or above about 130%
# The depositor's hits bear a star; . = not tested or not shown.
SMILES,IMP-1 inh,UBC9 SUMO inh,PfM18AAP inh,MEKK2 mut-MEK5,NS3 helicase inh,NALP1 inh,FID counter,VIM-2 inhibitor,MEKK2wt PB1 HTS
COc1ccc(C2NN=C(c3c[nH]c4ccccc34)C2O)cc1 (stereo not drawn),-2.3,15,11,213*,-5,8,1,-1.4,55*
CCOC(=O)c1c(NC(=O)c2c(C(=O)O)cccc2[N+](=O)[O-])sc(C)c1C,-0.3,16,3,-12,17,7,-25,1.0,81
Cc1cc(NC(=O)NC(=O)c2ccccc2F)no1,-2.1,21,0,0,-4,19,-4,-2.6,102
O=S(=O)(c1ccc(S(=O)(=O)N(Cc2ccccc2)Cc2ccco2)cc1)N1CCCC1,-3.5,.,-5,2,-2,.,-1,-3.0,98
COC(=O)C1=C(O)/C(=C\c2ccc(OCC(=O)Nc3ccc(OC)cc3)cc2)N=C1C,-1.1,11,5,1,1,20,-41,-0.2,101
O=C(NCCCN1CCOCC1)c1cc(-c2ccc(Cl)cc2)on1,-1.0,2,-5,5,-3,-85,6,0.6,103
O=C(COc1ccc(S(=O)(=O)N2CCOCC2)cc1)N1CCc2ccccc2C1,-4.3,-10,5,-26,11,.,-32,-2.5,91
CC(=O)N(/N=C/c1ccc([N+](=O)[O-])o1)c1nc2ccccc2c(=O)n1-c1ccccc1,-4.5,15,6,0,3,5,0,-1.1,96
C/C(CC(=O)Nc1ccc2c(c1)OCO2)=N\NC(=O)c1ccc(N)cc1,-2.0,15,-6,-10,1,1,-9,-4.5,94
CCSc1nnc(-c2cc3c(s2)-c2ccccc2CC3)o1,-1.0,10,4,-8,0,31,-1,-2.0,102
COC(=O)Cn1c(CN(C)Cc2ccccc2)nc2c1c(=O)n(C)c(=O)n2C,-2.0,-4,4,2,-8,13,-24,-0.2,102
COc1ccccc1OCCn1c(CO)nc2ccccc21,3.4,26,3,-1,3,11,-9,-0.2,94
CCN=c1sc2ccccc2n1CC(O)COc1ccccc1 (stereo not drawn),-0.7,-2,-8,3,-6,6,1,-2.0,103
CCn1c(CCNC(=O)c2ccco2)nc2ccccc21,-2.8,4,-2,-8,-1,5,-9,-3.2,94
COc1ccc(C(=O)NCc2nnc(SCC(=O)Nc3ccccc3OC)o2)cc1,-0.8,4,-2,1,-7,-42,-19,-0.8,103
CCCOc1ccc(C(CC(=O)O)NC(=O)Cc2ccccc2)cc1 (stereo not drawn),-1.4,6,-2,8,5,14,-20,-1.3,110
Cc1ccc(NC(=S)N2CCC(N(C)CC3CCCO3)CC2)c(C)c1 (stereo not drawn),-0.6,1,-6,-1,8,14,2,-2.9,101
O=[N+]([O-])c1ccc(NC(=S)N/C(=N/CS(=O)(=O)c2ccccc2)c2ccccc2)cc1,2.9,22,0,9,-1,-31,10,-2.9,102
Cc1cc(=O)oc2cc(OCC(=O)NCCCN3CCOCC3)c(Cl)cc12,-1.6,-7,4,3,8,7,4,0.1,109
O=C1CSC(=Nc2cc(Cl)ccc2Cl)N1,-2.5,9,-8,-1,-6,29,5,-1.2,104
Cc1cc(C)c2c(n1)SCC(=O)N2CC(=O)NCCC1=CCCCC1,-2.5,-6,-1,6,-5,22,-3,-1.0,114
COc1ccccc1OCC(=O)Nc1nonc1NC(=O)COc1ccccc1OC,-1.6,-7,0,3,-16,18,-25,-4.9,101
CCN(CC)CCNC(=O)C(=O)NCC1OCCN1S(=O)(=O)c1ccc(Cl)cc1 (stereo not drawn),-2.2,10,3,18,-8,5,4,-1.4,142*
COC(=O)CNC(=O)c1cn(-c2ccc(C)c(C)c2)c(=O)c2ccccc12,-2.9,9,3,13,5,8,-17,-1.8,110
Cc1cccc(N2CC(C(=O)Nc3nnc(SCC(=O)Nc4cc(C)on4)s3)CC2=O)c1 (stereo not drawn),-4.5,17,0,-2,4,36,-2,-1.6,92
CCOC(=O)C1CCN(C(=O)c2ccc3c(Cl)c4c(nc3c2)CCCC4)CC1,-1.9,-4,4,1,-4,9,-61,2.0,101
COc1ccc(C(=O)NCc2cnn(C)c2)cc1OC1CCN(C(C)C)CC1,-0.8,-7,-3,-2,-2,13,3,-2.0,97
COc1ccc(NC(C)=O)cc1S(=O)(=O)N1CCN(C(=O)c2ccccc2F)CC1,-1.1,-4,0,22,1,.,-3,-1.6,111
NC(=O)CC(NC(=O)Cc1ccc(Cl)cc1)c1ccc(NC2CCCCCCC2)c([N+](=O)[O-])c1 (stereo not drawn),-2.0,0,2,-4,0,22,-8,-2.6,98
N=c1sccn1CC(=O)Nc1ccccc1-c1ccccc1,0.8,0,2,8,-2,22,7,0.7,101
CCCc1nc(N)c(C#N)c(-c2ccco2)c1CC,-1.7,36,-16,5,29,13,-12,-4.3,106
O=C(O)c1ccccc1-c1ccc(/C=c2\sc3nc4cc(Br)cnc4n3c2=O)o1,0.0,18,-34,.,10,3,7,1.9,.
COCCCNC(=S)NNC(=S)Nc1ccccc1,0.3,8,40*,-3,-5,32,-4,-3.5,99
CCS(=O)(=O)N1Cc2ccccc2CC1C(=O)Nc1ccc(F)c(F)c1F (stereo not drawn),-4.3,3,2,0,-8,1,-11,-3.4,94
Clc1ccc(CNc2ccccc2NCc2ccc(Cl)nc2)cn1,-4.1,14,4,-4,-4,4,3,-4.3,86
CCOC(=O)N1CCC(NC(=O)c2cc(COc3ccccc3SC)on2)CC1,-0.5,-6,1,1,-1,7,-55,-1.4,99
CCC1CCCCN1C(=O)Nc1ccc(F)cc1 (stereo not drawn),0.9,12,-3,-1,18,6,-13,-3.8,95
CSCC(C)N1CCC(n2nccc2NC(=O)c2ccc3c(c2)OCO3)CC1 (stereo not drawn),-1.1,17,-3,6,-7,4,2,-1.9,106
COCCn1c(NC(=S)NC(=O)C2CC2)cc(=O)[nH]c1=O,-2.7,-7,-10,0,-10,8,-4,1.9,96
CC(C)(C)C(=O)/C=C(N)/C=C/c1ccccc1,-3.0,4,11,-7,-6,-12,-10,-1.1,90
O=C(Nc1cc(N2CCOCC2)ncn1)Nc1cccc2ccccc12,-2.6,2,-3,-7,-2,10,-2,-0.5,91
CN1CCN(C(=O)CN(c2ccccc2)S(=O)(=O)N(C)C)CC1,-0.6,8,-4,4,8,13,-4,-0.9,107
O=C(COC(=O)CNC(=O)c1ccc(Cl)cc1)Nc1cccc(S(=O)(=O)N2CCCC2)c1,-2.0,4,5,2,5,.,-19,-2.3,102
CC(=O)c1sc(NC(=O)c2ccc(C)c(C)c2)nc1C,-4.9,16,-9,-4,-3,-19,2,-4.2,89
Brc1ccc(CSc2nnc(-c3ccco3)o2)cc1,-2.6,23,-6,-1,-9,22,-21,-1.2,101
O=C(NCC1(c2ccccc2)CCCC1)c1cccc(Br)c1,-1.1,-24,-7,-14,-4,-18,-17,-2.1,89
Cc1ccc(S(=O)(=O)Nc2nncs2)cc1,-3.9,13,-2,-10,6,-2,-2,-4.0,82
O=C(NCCCn1ccnc1)c1cc2ccccc2o1,-2.9,6,1,-3,-5,0,2,-0.8,96
CCN(CC)C(=O)c1cc2c(=O)oc3ccccc3c2s1,-2.2,-4,-4,5,0,19,-21,3.4,106
COC(=O)c1cc(NC(=O)c2c(Cl)nc3sccn23)cc(C(=O)OC)c1,-0.9,9,-9,2,2,10,0,-2.3,98
CCOC(=O)C(C)n1nc(/C=C/c2ccc(OC)cc2)ccc1=O (stereo not drawn),-0.7,9,-3,-5,-6,3,-27,0.0,96
CCC(NC(=O)C1CCCC1)c1ccc(C)cc1 (stereo not drawn),-2.4,-12,5,3,2,20,-2,-2.6,102
O=C(Nc1nnc2n1CCS2)c1ccc(Br)o1,-2.5,-1,1,2,0,2,0,-3.6,105
Cc1cccc(Oc2ccc(NC(=O)c3ccccc3C(=O)O)cc2)c1,-2.5,1,-4,-2,-7,.,1,-0.9,98
Cc1ccc(C)c(NC(=O)c2ccccc2O)c1,-1.9,20,-6,-2,7,8,2,-2.2,100
Cc1ccc(S(=O)(=O)N(C)C)cc1NC(=O)CCc1c[nH]c2ccccc12,-2.9,13,-6,-6,-1,-5,-2,0.1,95
COc1cc(C=O)ccc1OCCOCCOc1ccc(Cl)cc1,-2.6,-16,3,8,-3,11,-11,-1.3,107
Cc1cccc(OCCCC(=O)Nc2ccc(N3CCCCC3)cc2)c1C,-2.9,6,2,5,1,5,-2,-3.0,102
O=C(Nc1nccs1)c1ccc(Br)s1,-3.3,12,-13,2,-6,16,-6,-3.5,97
COc1ccc(C2C(C(C)=O)=C(C)N=c3s/c(=C\c4cc(C)n(C)c4C)c(=O)n32)c(OC)c1 (stereo not drawn),0.3,-5,18,-5,1,1,-17,-2.4,87

# Arranged by count of non-hydrogen atoms (low to high): some entries from above.
SMILES,IMP-1 inh,UBC9 SUMO inh,PfM18AAP inh,MEKK2 mut-MEK5,NS3 helicase inh,NALP1 inh,FID counter,VIM-2 inhibitor,MEKK2wt PB1 HTS
CC(=O)c1sc(NC(=O)c2ccc(C)c(C)c2)nc1C,-4.9,16,-9,-4,-3,-19,2,-4.2,89
CN1CCN(C(=O)CN(c2ccccc2)S(=O)(=O)N(C)C)CC1,-0.6,8,-4,4,8,13,-4,-0.9,107
CCOC(=O)C(C)n1nc(/C=C/c2ccc(OC)cc2)ccc1=O (stereo not drawn),-0.7,9,-3,-5,-6,3,-27,0.0,96
COC(=O)c1cc(NC(=O)c2c(Cl)nc3sccn23)cc(C(=O)OC)c1,-0.9,9,-9,2,2,10,0,-2.3,98

# Later entries:
SMILES,IMP-1 inh,UBC9 SUMO inh,PfM18AAP inh,MEKK2 mut-MEK5,NS3 helicase inh,NALP1 inh,FID counter,VIM-2 inhibitor,MEKK2wt PB1 HTS
N#Cc1c(SCC(=O)Nc2ccccc2)nsc1SCC(=O)Nc1ccccc1,-1.1,11,0,-3,6,24,6,-1.2,97
CSc1ncccc1C(=O)N(C)CC(=O)Nc1ccc(Cl)c(C(F)(F)F)c1,-3.9,-13,-1,4,-8,3,-20,-2.1,104
COc1ccc(-c2cc(C3CCNCC3)[nH]n2)cc1,-2.1,22,-1,22,-50,18,-2,-2.9,154*
COc1cccc2cc(C(=O)N3CC(C)OC(C)C3)c(=O)oc12 (stereo not drawn),-2.1,24,-2,-3,5,20,-3,-0.5,99
O=C(O)c1cc2c(ccc3ccccc32)[nH]1,-0.6,3,3,6,9,2,-1,-2.7,106
O=C(O)c1cc(-c2ccc(Cl)s2)nc2ccccc12,-1.8,31,0,0,5,13,-9,-0.7,99
C=CCC(=O)N1CCCC(CNC(=O)c2ccc(-c3ccccc3)cc2)C1 (stereo not drawn),-1.7,-4,-11,-7,6,-17,-23,-1.5,92
